inhibitors of VEEV: inhibitors of VEEV TC-83 cytopathic effect, confirmation, Vero cells (AID 588727); Vero cells, VEEV TC-83 cytopathic effect inhibition; higher % means a stronger effect; inhibition, % at 20 µM, or IC50 in µM where a hit was titrated; 0.13% of 350,000 active; in the data active = a potency from the dose series; inconclusive = inhibition mostly from about 14% at the one dose, without a potency; inactive = the rest, 99 in 100 with inhibition below about 12%; note: strong numbers were not always called active
H37Rv inhibition: M. tuberculosis growth inhibition, HTS (AID 449762); M. tuberculosis H37Rv growth inhibition, 7H9 media; higher % means a stronger effect; inhibition, % at 25 µM, or IC50 in µM where a hit was titrated; 0.59% of 330,000 active; in the data active = a potency from the dose series; inconclusive = inhibition above about 70% without an active follow-up result;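 note: bacterial growth assessed after seven days of incubation; strong numbers were not always called active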
M. tuberculosis: growth inhibition of non-replicating M. tuberculosis (AID 488890) | Mycobacterium tuberculosis non-replicating, growth inhibition; higher % means a stronger effect | one-dose inhibition, % at 25 µM; IC50 in µM for titrated hits | 0.39% of 320,000 active; in the data active = a potency from the dose series; inconclusive = inhibition mostly from about 82% at the one dose, without a potency; inactive = the rest, 99 in 100 with inhibition below about 76%;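 note: plate controls were DMSO cells for no effect and high antibiotic wells for full effect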
H1N1 NS1A inhibition: H1N1 influenza NS1A inhibitors, functional cell based assay (AID 504329). one-dose inhibition, % at 12.5 µM; IC50 in µM for titrated hits. NS1A functional cell-based assay, percent inhibition; higher % means a stronger effect. 0.3% of 340,000 active; in the data active = a potency from the dose series; inconclusive = inhibition above about 27% without an active follow-up result; note: strong numbers were not always called active
PhoP GFP inhibition: PhoP regulon inhibitors, Salmonella typhi PhoP promoter GFP reporter, confirmatory (AID 1850); inhibition, % at 50 µM; hits with a dose series show IC50 in µM; 0.33% of 310,000 active; Salmonella Typhi PhoP-promoter GFP reporter, fluorescence, 4 h; higher % means a stronger effect; in the data active = a potency from the dose series; inconclusive = inhibition mostly from about 25% at the one dose, without a potency; inactive = the rest, 99 in 100 with inhibition below about 19%;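 note: 0% = induced wells with vehicle and 100% = uninduced wells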
inhibitors of VEEV 10K pilot screen: second read-out of inhibitors of VEEV, no call of its own (marks repeat the call); inhibition, %; measured here: 10K pilot screen inhibition
* hit, by the source's call; i = inactive; ? = inconclusive; / = not tested or not shown; & = joins results of further samples.

SMILES	inhibitors of VEEV	H37Rv inhibition	M. tuberculosis	H1N1 NS1A inhibition	PhoP GFP inhibition	others
O=C(c1cc2ccccc2oc1=O)N(Cc1ccccc1)Cc1ccc2c(c1)OCO2	7.2%	5%	26%	5%	0%
COc1ccc(/C=N/Nc2cc(N3CCOCC3)ncn2)c(OC)c1	3.5%	-1%	1%	0%	3%
Cn1cnc2ncnc(Oc3ccc(Br)cc3)c21	2.9%	/	/	-8%	/
COc1cc(NC(=S)NCc2cccnc2)cc(OC)c1OC	0.5%	-5%	47%	3%	9%
CCCSc1nnc(Nc2ccccc2C)s1	2.1%	-9%	68%	4%	-12%
O=C(NC(=S)Nc1nc2c(ccc3ccccc32)s1)c1cccs1	3.5%	-2%	44%	2%	-8%
Cc1nn(CCC(=O)NCc2ccc(OC(C)C)cc2)c(=O)c2nn(-c3ccccc3)c(C)c12	i	4%	-15%	-1%	11%
OC(CN1CCCCCC1)CN(c1ccccc1)c1ccccc1 (centres undefined)	i	-7%	1%	-1%	0%
COc1cccc2oc3ccc(C#CC4(N)CCCCC4)cc3c(=O)c12	i	?	?	10%	6%
Cc1cccc(C)c1NC(=O)CNCC(=O)Nc1c(C)cccc1C	i	3%	-1%	-21%	2%
CC(=O)c1ccc(Nc2nc(C)cc(C)n2)cc1	0.3%	3%	-10%	0%	3%
Nc1cccc(C(=O)N/N=C/c2ccsc2)c1	0.5%	-6%	7%	-5%	-11%
COCC(C)NS(=O)(=O)c1ccc(C(=O)NC(Cc2ccccc2)c2ccccc2)cc1 (centres undefined)	3.7%	-3%	10%	5%	-8%
COc1cc([N+](=O)[O-])cc2cc(C(=O)N3CCN=C3c3ccccc3)c(=O)oc12	1.3%	-1%	8%	4%	-3%
O=C(OCC(=O)N1CCc2ccccc21)c1cncc(Br)c1	0.2%	-3%	67%	-4%	6%
Cc1[nH]nc(SCC(=O)N2CCCC2)c1[N+](=O)[O-]	2.1%	2%	-19%	-6%	4%
CCCc1nc2sc3c(c2c(=O)n1NC(=O)c1ccco1)CC(C)(C)OC3	0.3%	9%	-24%	-8%	-6%
Cc1ccc(C(=O)N2CCN(c3ncc(C(F)(F)F)cc3Cl)CC2)s1	4.7%	2%	68%	15%	-2%
C[C@H](OC(=O)N1CCN(C(c2ccccc2)c2ccccc2)CC1)[C@@H]1O[C@@]2(C)CCC[C@H]1O2	i	0%	3%	5%	2%
COc1ccc(S(=O)(=O)N2CCC(C(=O)NCc3ccco3)CC2)cc1C	0.5%	2%	-5%	-3%	4%
O=C(NCCCCc1ccccc1)C1CC(c2cccc([N+](=O)[O-])c2)=NO1 (centres undefined)	0.3%	4%	22%	4%	-4%
CCNc1nc2c(c(=O)n(C)c(=O)n2C)n1Cc1ccc(Cl)cc1	0.2%	-5%	-8%	8%	-18%
O=C(Nc1cccc(C(F)(F)F)c1)c1n[nH]c(Cn2cncn2)n1	3.9%	-1%	11%	-1%	-8%
Cc1ccc(C(=O)Nc2nccs2)cc1S(=O)(=O)N1CCCCC1	1.7%	-1%	34%	4%	-8%	inhibitors of VEEV 10K pilot screen=1.2
O=C(Cn1cnc2ccccc2c1=O)N/N=C/c1ccc(Br)cc1	i	9%	-8%	/	-2%
COc1ccc(CCNC(=O)c2ccc3c(c2)N(Cc2ccc(F)cc2)CCS3)cc1OC	7.8%	2%	31%	6%	-5%
CC(=O)Nc1ccc(NC(=O)CCC(=O)OCC(=O)c2ccc(C)c([N+](=O)[O-])c2)cc1	0.2%	-6%	-3%	3%	0%
O=C(CCc1nc(-c2ccccc2)c(-c2ccccc2)o1)OCc1ccc(Br)cc1	i	70%	48%	5%	3%	inhibitors of VEEV 10K pilot screen=0.5
O=C(NCc1ccccc1)C1CC2CCCC(C1)C2=O (centres undefined)	i	2%	-6%	-4%	-2%
CC(C)OP(=O)(OC(C)C)C(O)c1ccc(N(C)C)cc1 (centres undefined)	3.0%	3%	-12%	-9%	18%
COc1ccc(N2CCN(C(=O)c3cccs3)CC2)cc1	1.0%	-18%	68%	3%	0%
Cc1cccc(NC(=O)CSc2nnc(-c3cc(C)[nH]n3)n2N)c1	2.4%	3%	18%	-10%	4%
O=C(Nc1ccccc1)OC(CN1CCCCC1)C(F)(F)F (centres undefined)	1.0%	2%	-5%	-11%	8%
CN(C)/C=C(/C(=O)c1ccc(Cl)cc1Cl)S(=O)(=O)c1ccccc1	0.7%	0%	10%	1%	1%
COc1ccc2c(C(=O)NCc3ccc4c(c3)OCO4)c(-c3ccc(S(C)(=O)=O)cc3)sc2c1	i	2%	3%	-4%	/
Cc1cc(C(=O)N/N=C/c2sccc2C)no1	i	-4%	9%	-4%	3%
CCOc1cc(N2CCOCC2)c(OCC)cc1NC(=O)CN1C(=O)N(C)C2(CCCCC2)C1=O	3.0%	0%	8%	-4%	/
Cc1ccccc1Nc1nc(N)nc(CCl)n1	13%	?	?	-1%	-1%
CCCN(CCC)CCNC(=O)c1cc2c(-c3ccccc3F)nn(C)c2s1	i	1%	24%	-11%	-1%
Cc1ccc(CNC(=O)C2CCC(=O)N(C3CC3)C2)cc1 (centres undefined)	2.0%	3%	-1%	-3%	-8%

In the list so far, eight have an aryl methoxy group:
SMILES	inhibitors of VEEV	H37Rv inhibition	M. tuberculosis	H1N1 NS1A inhibition	PhoP GFP inhibition	others
COc1ccc(/C=N/Nc2cc(N3CCOCC3)ncn2)c(OC)c1	3.5%	-1%	1%	0%	3%
COc1cc(NC(=S)NCc2cccnc2)cc(OC)c1OC	0.5%	-5%	47%	3%	9%
COc1cccc2oc3ccc(C#CC4(N)CCCCC4)cc3c(=O)c12	i	?	?	10%	6%
COc1cc([N+](=O)[O-])cc2cc(C(=O)N3CCN=C3c3ccccc3)c(=O)oc12	1.3%	-1%	8%	4%	-3%
COc1ccc(S(=O)(=O)N2CCC(C(=O)NCc3ccco3)CC2)cc1C	0.5%	2%	-5%	-3%	4%
COc1ccc(CCNC(=O)c2ccc3c(c2)N(Cc2ccc(F)cc2)CCS3)cc1OC	7.8%	2%	31%	6%	-5%
COc1ccc(N2CCN(C(=O)c3cccs3)CC2)cc1	1.0%	-18%	68%	3%	0%
COc1ccc2c(C(=O)NCc3ccc4c(c3)OCO4)c(-c3ccc(S(C)(=O)=O)cc3)sc2c1	i	2%	3%	-4%	/

(continued)
SMILES	inhibitors of VEEV	H37Rv inhibition	M. tuberculosis	H1N1 NS1A inhibition	PhoP GFP inhibition	others
CCn1c(C)c(C(C)=O)c(N2CCN(c3ccccc3)CC2)nc1=S	0.3%	-6%	-7%	5%	-5%
O=C(O)CCCCCN1C(=O)CSC1=S	3.9%	-2%	i	6%	2%
CCc1nn(C)c2c(=O)c(=O)c2n(C)[nH]1	0.5%	7%	-13%	-3%	-21%
Nn1cnc2cc3ccccc3cc2c1=O	1.7%	2%	-10%	5%	6%
N#C/C(=C(/O)COc1ccc(Cl)cc1)c1nc2ccccc2s1	3.0%	?	?	-2%	3%
CCn1c(SCC(=O)N(C)CC(=O)Nc2ccc(OC)cc2)nnc1-c1ccco1	i	-7%	3%	-4%	-4%
COC(=O)c1ccc(CN2CCN(C3CCCCC3)C(CCO)C2)cc1 (centres undefined)	i	18%	-2%	0%	0%
CN1C(=O)/C(=C/c2ccccc2OCc2ccc(F)cc2)N(C)C1=S	0.7%	-1%	32%	26%	-14%
Cc1cccc(NC(=S)N/C(=N/S(=O)(=O)c2ccccc2)c2ccccc2)c1	9.0%&0.2%	-4%	6%	-6%&4%	-3%
COc1ccc(CCNC(=O)C(C)n2nc(C)n3c(cc4occc43)c2=O)cc1OC (centres undefined)	2.2%	1%	-6%	-11%	5%
CCCNS(=O)(=O)c1ccc(CCC(=O)N2CCOCC2)cc1	1.2%	-8%	-1%	3%	-4%
Cc1cccc(NC(=O)CC(C)S(=O)(=O)c2ccc3c(c2)NC(=O)CO3)c1C (centres undefined)	1.6%	6%	4%	-2%	-38%
Cc1cccc2c1c(N=NC(N)=S)c(O)n2C1OC(CO)C(O)C(O)C1O (centres undefined)	0.2%	4%	-10%	19%	-1%
CN(C)S(=O)(=O)c1ccc(N2CCCC2)c(C(=O)N2CCN(c3ccc([N+](=O)[O-])cc3)CC2)c1	0.3%	?	64%	-1%	5%
CCOC(=O)C1CCN(C(=O)NS(=O)(=O)c2ccc(C)cc2)CC1	1.8%	-7%	-2%	-15%	-6%
CCOc1ccc(C(c2c(C)[nH][nH]c2=O)c2c(C)[nH][nH]c2=O)cc1OC	1.1%	-1%	-8%	15%	1%
N#Cc1ccc(CN2CCN(CC(=O)Nc3ccccc3C(=O)NC3CC3)CC2)cc1	3.3%	-3%	3%	0%	/
Cc1ccc(S(=O)(=O)N2CCC(C(=O)N/N=C/c3cccn3C)CC2)cc1	0.1%	1%	9%	0%	/
COc1ccccc1C1CC(=O)NC(C)=C1C(=O)OC(C)C (centres undefined)	i	5%	23%	0%	-10%
O=C(NNC(=S)NC(=O)c1cccs1)c1ccc(O)cc1	4.0%	67%	?	-3%	-4%
N#CCc1ccc(Oc2ccc([N+](=O)[O-])cn2)cc1	1.6%	0%	7%	-16%	0%
O=C(/C=C/N1CCN(Cc2ccccc2)CC1)C(F)(F)F	0.0%	0%	-1%	0%	0%
CCOC(=O)c1c(NC(=O)CN2CCCCC2)sc2c1CCN(C(=O)OCC)C2	4.6%	55%	47%	-7%	-9%
CCOC(=O)c1cnn(-c2ccccc2)c1NC(=O)C(F)(F)C(F)(F)C(F)(F)F	1.9%	0%	17%	18%	0%
Cc1ccc(S(=O)(=O)N2CCCCC2)cc1C(=O)NCCC1=CCCCC1	4.4%	2%	10%	-6%	3%
COc1ccc(C)cc1N(C(=O)c1ccc(F)cc1)c1nc2ccccc2s1	7.2%	15%	8%	0%	-8%
CCN(CC)C(=O)CSc1nnc(-c2ccccc2)n1N	5.3%	-8%	-4%	-6%	12%
CC1CC(C)CN(C(=O)Cn2cc(C=O)c3ccccc32)C1 (centres undefined)	0.6%	0%	-2%	11%	3%
CCc1ccc(CNC(=O)C2CC(=O)N(CCc3ccc(C)cc3)C2)cc1 (centres undefined)	1.5%	0%	15%	5%	10%
CC(=O)Nc1ccc(NC(=O)C(C)Sc2nnc(-c3cccs3)o2)cc1 (centres undefined)	1.8%	1%	-2%	-14%	-11%
CN1CCN(c2ccc(NC(=O)c3ccc4c(c3)OCCO4)cc2)CC1	1.1%	0%	-4%	9%	3%
CC(=O)Nc1ccc(NS(=O)(=O)c2ccc(C)cc2)c([N+](=O)[O-])c1	0.9%	-3%	0%	-4%	-12%
O=C(Nc1ccc(Cl)c([N+](=O)[O-])c1)ONC1=NCCCCC1	1.6%	4%	32%	5%	0%
CC(C)c1c(C(=O)N/N=C/c2ccc(OCc3ccc(F)cc3)cc2)nnn1-c1nonc1N	3.8%	4%	/	-14%	-2%
O=C1CSC(c2nn(-c3ccccc3)cc2-c2cc3ccccc3oc2=O)N1Cc1ccco1 (centres undefined)	6.1%	22%	32%	-7%	16%
CCOc1cc(C=NN=C2c3ccccc3-c3ccccc32)ccc1O	6.8%	/	/	4%	/
CC(=O)c1ccc(-n2nncc2-c2ccc([N+](=O)[O-])cc2)cc1	i	0%	-16%	5%	2%
CC(=O)OCC1OC(n2c3c(cc(C#N)c2=S)CCCC3)C(OC(C)=O)C(OC(C)=O)C1OC(C)=O (centres undefined)	0.7%	/	/	3%	/
COc1cc(S(=O)(=O)N(C)C)ccc1Br	1.4%	4%	11%	9%	1%
CCOP(=O)(Cc1ccccc1)OCC	0.6%	0%	-4%	7%	-38%
O=C(NC(=O)N1CCN(c2ccc(F)cc2)CC1)c1ccccc1	6.8%	-1%	7%	30%	3%
COc1cc2[nH]c(=S)n(-c3ccccc3)c(=O)c2cc1OC	1.5%	1%	-25%	-13%	-7%
CCOC(=O)Nc1ccc(S(=O)(=O)Nn2cnnc2)cc1	1.5%	-7%	-6%	-2%	-5%
O=S(=O)(c1ccc(F)cc1)N1CCN=C1SCc1cccnc1	0.1%	4%	11%	1%	-8%
CC(C)CCNC(=O)CC1Nc2c3ccccc3nc(=S)n2C1=O (centres undefined)	0.9%	-6%	-5%	2%	-1%
CCCC(CC)Sc1nc2c([nH]1)c(=S)n(C)c(=O)n2C (centres undefined)	i	/	/	-4%	/
COc1ccccc1C(CNC(=O)c1ccc(-c2ccccc2Cl)o1)N1CCCC1 (centres undefined)	7.6%	?	44%	11%	-5%
Cc1cccc(C)c1OCCCCCNCCO	i	-10%	-42%	-12%	-4%
